NPY-Y1 PAM-ag = NPY-Y1 receptor potentiators or agonists, primary screen, cell-based; Neuropeptide Y receptor type 1 (Homo sapiens), P25929; NPY-Y1 expressing cells, potentiator/agonist activation; activation, % at 3.6 µM; 220,000 compounds, 0.37% hits; in the data active = activation above about 33%, passing the limit was not always enough;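 note: cells stimulated with NPY at EC10 then isoproterenol at EC100; 0% = low agonist plus stimulus and 100% = saturating agonist plus stimulus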
Target sequence (P25929 whole entry, looked up): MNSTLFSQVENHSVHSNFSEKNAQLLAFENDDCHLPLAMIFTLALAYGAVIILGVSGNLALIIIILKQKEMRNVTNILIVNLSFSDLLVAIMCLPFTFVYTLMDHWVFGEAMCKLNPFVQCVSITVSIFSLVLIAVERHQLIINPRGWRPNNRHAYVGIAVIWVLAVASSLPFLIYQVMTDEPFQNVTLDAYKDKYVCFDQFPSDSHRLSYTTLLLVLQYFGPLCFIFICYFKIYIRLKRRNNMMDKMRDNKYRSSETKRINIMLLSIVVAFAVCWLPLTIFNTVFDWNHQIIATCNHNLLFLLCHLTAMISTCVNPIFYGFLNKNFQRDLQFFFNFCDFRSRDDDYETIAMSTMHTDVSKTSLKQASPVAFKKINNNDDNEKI
EP2 modulator = EP2 receptor modulators, cAMP readout, primary screen, cell-based, HTRF cAMP, PGE2 stimulation. Prostaglandin E2 receptor EP2 subtype (Homo sapiens), P43116. AID 940, 2007. EP2-expressing cells, cAMP HTRF FRET, PGE2 co-stimulation. induction, % at 25 µM. 260,000 compounds, 0.83% hits;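 active = compounds whose cAMP rise, as percent of the full-agonist control response, exceeds 60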;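 note: rat C6 glioma line stably carrying human EP2 under a CMV promoter; the protocol text gives 20 µM as final concentration; 100% = response of wells given 1 µM PGE2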
Target sequence (P43116 whole entry, looked up): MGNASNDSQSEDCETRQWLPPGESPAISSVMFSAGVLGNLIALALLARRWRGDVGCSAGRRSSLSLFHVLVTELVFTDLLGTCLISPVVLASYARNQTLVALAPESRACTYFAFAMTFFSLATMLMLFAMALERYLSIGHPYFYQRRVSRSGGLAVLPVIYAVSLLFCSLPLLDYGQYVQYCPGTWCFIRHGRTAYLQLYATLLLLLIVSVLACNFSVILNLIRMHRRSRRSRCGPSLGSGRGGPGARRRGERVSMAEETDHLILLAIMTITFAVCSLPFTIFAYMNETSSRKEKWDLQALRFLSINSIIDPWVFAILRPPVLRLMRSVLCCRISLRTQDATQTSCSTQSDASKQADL
CHOP inhibitor = inhibitors of CHOP promoter induction, primary screen, cell-based, unfolded protein response, luciferase reporter | inhibition, % at 10 µM | CHO-K1 CHOP-promoter luciferase, tunicamycin-induced, 15-18 h | 220,000 compounds, 3.8% hits;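 active = compounds that reduced the stress-induced luciferase reporter signal by more than about 70% of percent inhibition, limit read from the data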;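 note: 0% = tunicamycin plus vehicle and 100% = wells without tunicamycin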
NPY Y1 blocker = NPY-Y1 receptor antagonists, primary screen, cell-based; AID 1040, 2008; 200,000 compounds, 1% hits; Neuropeptide Y receptor type 1 (Homo sapiens), P25929; inhibition, % at 3.6 µM; HEK293-CNG Y1 cells, membrane potential fluorescence; NPY at EC95, then isoproterenol;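 active = inhibition above the campaign mean inhibition of all tested compounds plus 3 SD, cut at about 20% in these data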;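 note: 0% = DMSO wells given NPY plus isoproterenol and 100% = isoproterenol alone without NPY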
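Benchmarks – high control isoproterenol alone, low control NPY with isoproterenol · Material – HEK293 Y1/CNG channel cell line · Times – dye 3 h, compound 60 min room temperature, stimulation 45 min · Probe or stimulus – NPY (25 nM), isoproterenol (1 µM), Ro 20-1724 (25 µM) · Evaluation – % inhibition of NPY effect · Signal – fluorescence, membrane potential probe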
zfTRPN1 agonist = zebrafish TRPN1 channel agonists, primary screen, cell-based, HEK293, calcium fluorescence; transient receptor potential cation channel N1 (TRPN1/NompC), Danio rerio; HEK293 zebrafish TRPN1-YFP, Fluo-8 calcium fluorescence; 100% = response to 87 µM carbachol; activation, % at 3 µM; 220,000 compounds, 0.18% hits; AID 1424, 2008;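 active = activation above its plate's cutoff, the mean activation of test wells on that plate plus 3 SD, cut at about 19% in these data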;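 note: 0% = DMSO alone and 100% = 87 µM carbachol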
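Material: zebrafish TRPN1-YFP in HEK293 cells; Doses: single test compound dose, 3 µM nominal, 0.3% DMSO; Timing: dye loading 1 h at 37 °C, then 30 min room temperature; Technique: intracellular calcium fluorescence with Fluo-8; Benchmarks: high carbachol 87 µM, low DMSO alone.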
14-3-3 Bad inh = inhibitors of 14-3-3 zeta/Bad binding, primary screen, biochemical, TR-FRET, bovine 14-3-3 zeta | 14-3-3 protein zeta/delta (Bos taurus), P63103 | TR-FRET 14-3-3zeta/Dy647-pBad peptide displacement, 1 h | inhibition, % at 21.7 µM | 220,000 compounds, 0.71% hits | AID 781, 2007;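 active = inhibition above about 70%, limit read from the data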;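 note: 0% = full 14-3-3 plus peptide FRET controls and 100% = background without 14-3-3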
Target sequence (P63103 whole entry, looked up): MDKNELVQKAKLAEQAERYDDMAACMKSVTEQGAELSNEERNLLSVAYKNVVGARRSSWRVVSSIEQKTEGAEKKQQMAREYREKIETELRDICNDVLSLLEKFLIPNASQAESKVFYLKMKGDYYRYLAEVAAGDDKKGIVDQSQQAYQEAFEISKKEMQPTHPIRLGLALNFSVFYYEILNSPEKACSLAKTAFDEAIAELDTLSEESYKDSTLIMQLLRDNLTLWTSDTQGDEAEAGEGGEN
TRPML3 agonist = human TRPML3 channel agonists, primary screen, cell-based, HEK293 TRPML3-YFP, Fluo-8 calcium fluorescence, 3 µM; Mucolipin-3 (Homo sapiens), Q8TDD5; 100% = the carbachol control signal; activation, % at 3 µM; 220,000 compounds, 0.29% hits; AID 1448, 2008;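 active = activation above its plate's cutoff, the mean activation of the plate's test wells plus 3 SD, cut at about 12% in these data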;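 note: 0% = DMSO only wells and 100% = carbachol wells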
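Material: HEK293 cells stably carrying human TRPML3-YFP; compound dosing: single dose, 3 µM final nominal compound, 0.3% DMSO final; incubation: 1-h 37 °C dye load, 5-s basal, 120-s post-compound reads; technique: Fluo-8 intracellular calcium fluorescence, excitation 470-495 nm, emission 515-575 nm; read-out basis: percent activation from peak-to-basal fluorescence ratio, scaled between DMSO and carbachol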
PPC-1+TRAIL kill = compounds killing PPC-1 cancer cells with TRAIL present, primary screen, TRAIL potentiator project, ATPLite luminescence, uHTS; 220,000 compounds, 0.41% hits; PPC-1 cells + TRAIL, ATPLite viability luminescence; cell killing (% activity), % at 4 µM;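 active = cell killing above 50% in the first pass at 4 µM, then a duplicate retest at 5 µM averaging 50% or more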;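 note: plate controls were cells with TRAIL plus DMSO for no effect and medium-only wells lacking cells for full effect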
EP2 antag = human EP2 receptor antagonists, primary screen, TR-FRET cAMP, C6 glioma cells; Prostaglandin E2 receptor EP2 subtype (Homo sapiens), P43116; C6 glioma cells expressing human EP2; cells stimulated with saturating PGE2; inhibition, % at 25 µM; 260,000 compounds, 0.52% hits; AID 1422, 2008;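 active = percent inhibition above 40 after rounding to a whole number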;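 note: rat C6 glioma host cells with rolipram phosphodiesterase inhibitor present; the protocol text gives 20 µM as final concentration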
Numbers without * were called inactive; . = no result given; [ ] = another dose, or the depositor's remark.

1. Cc1cc(NC(=O)CSc2nccn2C)no1
2. O=C(CSc1nc2c(cnn2-c2ccccc2)c(=O)[nH]1)c1ccc(Cl)cc1
3. C=CCNC(=O)C1COc2ccccc2O1 (configuration not stated)
4. O=C(N/N=C/c1cccs1)c1ccc(NC(=O)c2ccccc2Cl)cc1
5. O=C(CCc1nnc(CCCCc2ccccc2)o1)NC(c1cccnc1)C(F)(F)F (configuration not stated)
6. COc1cc(OC)c(OC)cc1C#N
7. Cc1ccccc1CC1(CO)CCCN(C(=O)c2ccc3ncccc3c2)C1 (configuration not stated)
8. O=C(CN1C(=O)c2ccccc2S1(=O)=O)Nc1ccc(S(=O)(=O)N2CCCCC2)cc1

screen / no.,1,2,3,4,5,6,7,8
NPY-Y1 PAM-ag,-7,-17,18,-4,12,-5,-1,-8
EP2 modulator,14,28,4,-6,-13,25,-14,-10
CHOP inhibitor,2,92*,7,3,15,35,7,29
NPY Y1 blocker,3,0,.,5,4,2,-1,0
zfTRPN1 agonist,0.3,-0.4,0.7,0.1,2.4,0.7,4.1,1.9
14-3-3 Bad inh,-9,-4,-11,-2,-14,-7,-17,-1
TRPML3 agonist,1.1,0.3,0.7,0.5,0.9,1.4,1.6,-0.5
PPC-1+TRAIL kill,11,-4,0,20,-11,10,4,23
EP2 antag,6,3,15,8,4,16,8,11

9. Cc1ccc(-c2noc(CCC(=O)Nc3ccc4c(c3)OCO4)n2)cc1
10. COc1ccccc1N(CC(=O)NCC1CCCO1)C(=O)CNS(=O)(=O)c1ccc(Cl)cc1 (configuration not stated)
11. CCOc1cc(-c2ccc(N)c(OCC)c2)ccc1N
12. O=C(NNC(=O)c1ccc(SCC2CCCO2)c([N+](=O)[O-])c1)c1ccc(F)cc1 (configuration not stated)
13. CN(C)c1ccc(/C=C/c2ccc3ccccc3[n+]2C)cc1
14. COc1ccc(-c2cc(C(=O)Nc3cc(C)nn3-c3ccccc3)no2)cc1OC
15. Cc1ccccc1OCCn1cc(C(=O)C(=O)N2CCOCC2)c2ccccc21
16. COc1cccc(C(=O)Nc2c(C(N)=O)oc3ccccc23)c1

screen / no.,9,10,11,12,13,14,15,16
NPY-Y1 PAM-ag,-27,-22,8,4,-8,7,-3,8
EP2 modulator,11,1,-19,-2,-25,20,-18,8
CHOP inhibitor,33,2,-14,5,70*,12,16,26
NPY Y1 blocker,16,.,-2,-5,-4,-1,3,-2
zfTRPN1 agonist,0.7,-0.1,-1.6,0.2,0.5,0.4,1.1,1.5
14-3-3 Bad inh,-1,-6,20,4,-77[fluorescence artefact?],-14,0,5
TRPML3 agonist,0.6,0.5,-0.6,-0.6,0.7,0.8,0.4,0.1
PPC-1+TRAIL kill,-4,0,19,-13,40,5,-10,19
EP2 antag,7,7,6,9,100*,4,9,21

Full records as entered above. Order of values: NPY-Y1 PAM-ag, EP2 modulator, CHOP inhibitor, NPY Y1 blocker, zfTRPN1 agonist, 14-3-3 Bad inh, TRPML3 agonist, PPC-1+TRAIL kill, EP2 antag
`O=C(NNC(=O)c1ccc(SCC2CCCO2)c([N+](=O)[O-])c1)c1ccc(F)cc1` (configuration not stated) in the list: 4, -2, 5, -5, 0.2, 4, -0.6, -13, 9
`COc1ccccc1N(CC(=O)NCC1CCCO1)C(=O)CNS(=O)(=O)c1ccc(Cl)cc1` (configuration not stated) in the list: -22, 1, 2, ., -0.1, -6, 0.5, 0, 7
`CCOc1cc(-c2ccc(N)c(OCC)c2)ccc1N` in the list: 8, -19, -14, -2, -1.6, 20, -0.6, 19, 6
`COc1ccc(-c2cc(C(=O)Nc3cc(C)nn3-c3ccccc3)no2)cc1OC` in the list: 7, 20, 12, -1, 0.4, -14, 0.8, 5, 4

The listing continues.
17. NC(=O)CN1C(=O)C(O)(CC(=O)/C=C\C=C\c2ccccc2)c2ccccc21 (configuration not stated)
18. CCOC(=O)c1cnc(-c2ccc(C(F)(F)F)cn2)[nH]c1=O
19. COc1cc2c(cc1OC)-c1cc(Nc3ccccc3)nc(=O)n1CC2
20. COC(=O)N1N=C(c2ccccc2)CC1(O)C(F)(F)F (configuration not stated)
21. CC(=O)Nc1ccc(Sc2ncccc2C(=O)Nc2ccc(F)cc2)cn1
22. CS(=O)c1ccccc1COC(=O)Nc1ccc(Cl)cc1 (configuration not stated)
23. Cn1c(CNC(=O)Nc2cccc(Cl)c2)nnc1SCc1ccccc1
24. CCC(=O)Nc1cccc(NC(=O)c2cccnc2)c1

screen / no.,17,18,19,20,21,22,23,24
NPY-Y1 PAM-ag,3,-8,-22,-18,0,1,-6,15
EP2 modulator,-37,15,31,-18,-48,-12,-37,-12
CHOP inhibitor,-2,-7,-7,-26,13,-13,-9,-3
NPY Y1 blocker,5,.,.,1,3,-5,-2,0
zfTRPN1 agonist,0.7,0.3,2.2,-0.2,46*,2.8,2.3,0.0
14-3-3 Bad inh,-12,10,-1,-6,.,-1,3,-2
TRPML3 agonist,0.3,0.9,0.2,-0.3,35*,0.7,0.4,-0.2
PPC-1+TRAIL kill,38,9,-5,9,14,9,12,-2
EP2 antag,5,4,10,12,.,18,30,16

25. CNC(=S)NC1(C)CCS(=O)(=O)C1 (configuration not stated)
26. CCc1nnc(NC(=O)CN2CCN(C3CCCCC3)CC2)s1
27. CCOC(=O)C(=O)Nc1ccc(OC)c(Cl)c1
28. COC(=O)C(O)(NC(=O)c1ccncc1)C(F)(F)F (configuration not stated)
29. CCCCc1nc(NCC2CCCO2)c(C#N)c2c1COC(C)(C)C2 (configuration not stated)
30. CCOC(=O)N1CCN(C(=O)c2cnn3ccccc23)CC1
31. COC(=O)Cn1c(=NC(=O)C(C)(C)C)sc2c(C)cc(C)cc21
32. CCc1ccc2oc(=O)cc(CN3CCC(C)CC3)c2c1

screen / no.,25,26,27,28,29,30,31,32
NPY-Y1 PAM-ag,2,-8,-7,20,-16,5,-11,-37
EP2 modulator,5,7,4,26,52,11,39,8
CHOP inhibitor,11,57,-11,20,86*,42,34,36
NPY Y1 blocker,.,2,3,.,5,5,-2,9
zfTRPN1 agonist,1.7,3.9,-0.2,2.9,0.2,1.6,0.4,-0.8
14-3-3 Bad inh,-5,65,-3,6,-6,8,7,-5
TRPML3 agonist,0.7,1.0,0.9,1.2,0.1,0.3,0.2,-1.5
PPC-1+TRAIL kill,-5,18,-7,20,9,12,-2,-3
EP2 antag,9,.,4,2,5,8,10,5

33. C[C@H](NC(=O)Cc1cccc2ccccc12)C(=O)NCc1ccccc1
34. O=C(Nc1ccc(F)cc1)/C(Cl)=C/c1ccccc1
35. CN(C)/C=N/c1nc2nccc(-c3ccccc3)n2n1
36. CCOC(=O)c1ccc(N=Cc2nc(-c3ccccc3)oc2OC(C)=O)cc1
37. COc1ccc(OC)c(N(CC(=O)Nc2ccc3c(c2)OCO3)S(=O)(=O)c2ccccc2)c1
38. CCOC(=O)c1c(C2COc3ccccc3O2)csc1N (configuration not stated)
39. O=C(Nc1ccccc1)Nc1ccncc1
40. Cc1ccc(NC(=O)C(=O)NCc2ccncc2)cc1

screen / no.,33,34,35,36,37,38,39,40
NPY-Y1 PAM-ag,-8,3,-5,2,3,13,5,-10
EP2 modulator,24,1,3,-34,15,70*,-38,11
CHOP inhibitor,11,-10,-2,106*,4,84*,-12,-17
NPY Y1 blocker,0,4,5,-4,4,-2,1,4
zfTRPN1 agonist,-0.1,-0.7,-0.2,1.1,0.3,-1.3,0.6,1.3
14-3-3 Bad inh,-4,-3,6,-3[fluorescence artefact?],14,-8,-9,-8
TRPML3 agonist,0.5,-0.2,0.9,3.2,1.0,-0.5,1.1,0.4
PPC-1+TRAIL kill,6,20,4,4,6,4,10,28
EP2 antag,3,8,6,14,5,8,5,10

41. COc1ccc(CC(=O)N2CCC(c3ccccc3)C2)cc1 (configuration not stated)
42. O=C(c1ccc(CSc2nc3ccncc3[nH]2)cc1)N1CCN(c2cccc(Cl)c2)CC1
43. CC(=O)c1ccc(N2CCN(C(=O)c3ccco3)C(C)C2)c(F)c1 (configuration not stated)
44. CC(C)(C)c1nc(CN2CCOCC2)ccc1O
45. Cc1ccccc1-c1nnc(NC(=O)CSc2nc3ccccc3s2)s1
46. Cc1ccccc1N(CC(=O)N/N=C/c1ccc(N(C)C)cc1)C(=O)c1ccccc1

screen / no.,41,42,43,44,45,46
NPY-Y1 PAM-ag,-6,50*,0,-18,-12,8
EP2 modulator,-18,-58,-20,-6,-30,-11
CHOP inhibitor,3,83*,9,45,4,20
NPY Y1 blocker,2,1,-1,-3,6,2
zfTRPN1 agonist,-1.6,-0.1,1.6,1.1,-0.2,-1.2
14-3-3 Bad inh,-3,-4,-7,53[fluorescence artefact?],14,-7[fluorescence artefact?]
TRPML3 agonist,-0.4,0.8,0.1,0.3,0.3,0.3
PPC-1+TRAIL kill,19,9,4,-31,15,19
EP2 antag,7,15,13,9,12,6

Source: PubChem

Not all compounds are listed. The share of hits here may be higher or lower than overall.
